Tb PFK inh: blocks T. brucei phosphofructokinase; Potency, µM (doses to about 57.5 µM), without a hit: at the highest dose activity, negative = inhibition, usual class: inhibitors; O15648; AID 485367; T. brucei PFK, ADP-Glo luminescence; 0.17% of 330,000 active;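 further: potency means the concentration at half of the fitted maximal effect; 0% = uninhibited 1x PFK enzyme wells and -100% = no-enzyme wells; nearly all actives have a fitted effect of over 60% in size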
Target sequence (O15648 whole entry, looked up): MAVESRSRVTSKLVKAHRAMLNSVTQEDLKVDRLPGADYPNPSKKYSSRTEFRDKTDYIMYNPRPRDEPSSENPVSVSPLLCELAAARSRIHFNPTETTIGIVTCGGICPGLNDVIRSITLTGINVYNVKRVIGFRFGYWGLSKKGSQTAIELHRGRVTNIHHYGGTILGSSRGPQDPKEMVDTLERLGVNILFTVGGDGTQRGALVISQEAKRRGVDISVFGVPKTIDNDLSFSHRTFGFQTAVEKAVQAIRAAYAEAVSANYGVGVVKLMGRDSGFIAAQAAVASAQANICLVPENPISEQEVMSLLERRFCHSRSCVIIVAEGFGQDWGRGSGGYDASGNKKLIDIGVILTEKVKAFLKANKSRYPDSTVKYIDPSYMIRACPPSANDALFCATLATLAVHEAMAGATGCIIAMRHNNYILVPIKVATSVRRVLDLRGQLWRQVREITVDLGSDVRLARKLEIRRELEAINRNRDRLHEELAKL
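ADP-Glo luminescence quantified ADP after 45 min at room temperature, with 1.25 nM T. brucei PFK, 0.1 mM ATP and 0.5 mM fructose-6-phosphate in pH 8.0 TEA buffer. qHTS titrations up to 57 µM; curves classified by quality.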
Rab9 promoter act: Rab9 promoter activation; Potency, µM (series often up to 9.22 µM), inactives show at the highest dose activation, negative = inhibition, most hits filed as activators; 2.8% of 320,000 active; Huh7 Rab9 promoter-luciferase reporter, luminescence, 24 h; further: potency means the concentration at half of the fitted maximal effect; % of control where 0% means no effect; nearly all actives have a fitted effect of over 60% in size
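Rab9 promoter-driven luciferase in stably transfected Huh7 cells; 1500 cells/well rested 2 h, exposed to compound in DMSO for 24 h at 37 °C, 5% CO2. Luminescence read 10 min after adding luciferase reagent at ambient temperature.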
NPC1 prom act: activates the NPC1 promoter. Potency, µM (series often up to 9.22 µM), without a hit: at the highest dose activation, actives largely listed as activators. 2.4% of 320,000 active. Huh7 NPC1 promoter luciferase reporter, 24 h;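 further: potency means the concentration at half of the fitted maximal effect; % of control where 0% means no effect; nearly all actives have a fitted effect of over 60% in size; reporter is driven by a mutant NPC1 promoter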
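Luminescence read-out of NPC1 promoter-driven luciferase in stably transfected Huh7 cells; compounds delivered in DMSO and left 24 h at 37C, 5% CO2, qHTS titration format.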
RORgamma inh: blocks mouse ROR gamma transcriptional activity | Potency, µM (highest dose often 53.6 µM), without a hit: top-dose activity change, negative = inhibition, most hits filed as inhibitors | AID 2551 | Drosophila S2 Gal4-RORgamma UAS-luciferase reporter, 20 h | P51450 | 5.4% of 310,000 active; further: potency means the concentration at half of the fitted maximal effect; on the % scale 0 is the no-effect control and ±100 the full control effect; nearly all actives have a fitted effect of over 60% in size
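Using a luciferase readout, inhibitors were identified by reduced reporter activity in Drosophila cells coexpressing a copper-inducible Gal4–ROR gamma fusion and UAS-driven Photinus luciferase, incubated 20 hr after 700 uM copper sulfate.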
KCNH2 3.1 inh: inhibitors of human KCNH2 3.1 potassium channel isoform. U2OS KCNH2 3.1, thallium flux FluxOr; hits give low values. activity change, % (tested at about 1.8 µM). 0.95% of 340,000 active;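 active means maximum activity change below -70%; inconclusive means maximum activity change from -70% to -50%; inactive means maximum activity change above -50%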;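 further: thallium influx rate constant from kinetic fluorescence after stimulation buffer; on the % scale 0 is the no-effect control and ±100 the full control effect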
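Steps: virus added to U2OS suspension (4 h, RT, dark); medium with 10% FBS added, cells plated, 37 C overnight; FluxOr/Red40 loading buffer 45 min RT; stimulation buffer, 2 min kinetic read; rate constant normalized.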
Giardia killer: kills Giardia lamblia; Giardia lamblia trophozoite viability; 0.15% of 340,000 active; activity change, % at 7.66 µM, hits read low; AID 540267; in the data active means activity change below about -80%; inconclusive means between about -30% and that limit;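 further: parasites exposed to compound for two days anaerobically before the ATP read; on the % scale 0 is the no-effect control and ±100 the full control effect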
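Viability, read as ATP luminescence: trophozoites at 100 cells/well, compound added, 48 hrs anaerobic at 37 deg C, then 15-30 min room-temperature development before reading.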
ELG1 genotox: induces genotoxicity in HEK293T cells with luciferase-tagged ELG1 | HEK293T ELG1-luciferase reporter, luminescence, 16 h | Potency, µM (doses to about 46 µM), for the others: at the highest dose activity change, positive = activation, hits mostly activators | 1.3% of 330,000 active; further: potency means the concentration at half of the fitted maximal effect; % of control where 0% means no effect; nearly all actives have a fitted effect of over 60% in size
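ELG1-luciferase HEK293T cells, 2,000/well; compound pinned in; 16 hr, 37 °C, 5% CO2; ONE-Glo, 30 min RT; luminescence on CCD imager.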
FLuc counter: counter-screen for miR-21 project: firefly luciferase inhibitors or activators; P08659; 6.9% of 360,000 active; Potency, µM (series often up to 57.5 µM), without a hit: top-dose activity change, negative = inhibition, actives largely listed as inhibitors; AID 588342; purified FLuc, Km substrates, luminescence inhibition;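 further: potency means the concentration at half of the fitted maximal effect; plate controls were vehicle for no effect and reference inhibitor for full effect; nearly all actives have a fitted effect of over 55% in size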
Target sequence (P08659 whole entry, looked up): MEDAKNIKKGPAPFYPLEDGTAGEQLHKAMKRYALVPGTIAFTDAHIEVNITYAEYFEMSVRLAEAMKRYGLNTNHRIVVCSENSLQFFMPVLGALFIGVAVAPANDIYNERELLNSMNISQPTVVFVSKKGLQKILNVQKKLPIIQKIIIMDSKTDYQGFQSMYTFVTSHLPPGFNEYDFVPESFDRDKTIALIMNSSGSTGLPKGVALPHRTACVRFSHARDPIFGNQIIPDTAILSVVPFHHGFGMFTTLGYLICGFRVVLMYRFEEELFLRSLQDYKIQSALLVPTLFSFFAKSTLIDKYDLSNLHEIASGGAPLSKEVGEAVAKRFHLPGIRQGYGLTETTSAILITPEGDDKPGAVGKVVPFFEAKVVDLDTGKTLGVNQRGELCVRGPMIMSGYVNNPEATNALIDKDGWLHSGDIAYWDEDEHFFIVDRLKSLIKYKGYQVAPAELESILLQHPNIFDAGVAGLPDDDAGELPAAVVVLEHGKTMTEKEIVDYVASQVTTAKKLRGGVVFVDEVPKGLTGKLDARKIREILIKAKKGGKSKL
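Purified P. pyralis luciferase (10nM final) with 10uM D-luciferin and 10uM ATP (Km levels) in 50mM Tris acetate pH 7.5, 10mM Mg acetate, 0.01% Tween-20, 0.05% BSA; qHTS 6-point titration, ~60 µM downward; luminescence read.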
uPA surface inh: inhibitors of cell surface uPA generation | cell surface uPA generation assay, qHTS | Potency, µM (doses to about 38.3 µM), without a hit: top-dose activity change, negative = inhibition, hits mostly inhibitors | 0.31% of 330,000 active; active means well fitted inhibition curve with a large enough effect; inconclusive means small, poorly fitted or top-dose-only effect; inactive means no such curve, though single readings can be large or run the other way; tested in mouse RAW 264.7 cells; further: potency means the concentration at half of the fitted maximal effect; on the % scale 0 is the no-effect control and ±100 the full control effect; nearly all actives have a fitted effect of over 55% in size
Coupling enz: coupling enzyme interference in Giardia aldolase counter-screen; 0.67% of 290,000 active; activity change, negative = inhibition, % at 58.2 µM, hits read low; coupling enzyme system counterscreen, AmpLite Red fluorescence; in the data active means activity change below about -30%; further: on the % scale 0 is the no-effect control and ±100 the full control effect
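First, compound is pin-transferred into glyceraldehyde-3-phosphate coupling-enzyme reagent at 57.5 uM final and held 10 min at RT. Next, substrate, coupling system and AmpLite Red are added. After 20 min RT, fluorescence (525/598 nm) is read.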
Gal4-VP16 FLuc: Gal4-VP16 reporter inhibition counter-screen; Drosophila S2 Gal4-VP16 UAS-luciferase, luminescence, 20 h; Potency, µM (titrated, usually from 53.6 µM), for the others: top-dose activity, negative = inhibition, usual class: inhibitors; 3.5% of 310,000 active; AID 2546;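 further: Gal4-VP16 expression switched on by copper sulfate through the metallothionein promoter; potency means the concentration at half of the fitted maximal effect; on the % scale 0 is the no-effect control and ±100 the full control effect; nearly all actives have a fitted effect of over 50% in size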
Starred values were filed as active, the others as inactive; [ ] = another dose, or the depositor's remark. Unless noted, the call rests on the fitted dose curve; in most records, active means well fitted curve in the direction sought with a large enough effect; inconclusive means small, poorly fitted or top-dose-only effect, or another doubt; inactive means no such curve, though single readings can be large; an effect the other way counts as inactive or inconclusive.

For CC1CN(S(=O)(=O)c2ccc(C(=O)NC3CCCCC3)cc2)CC(C)O1 (centres undefined) the results were Tb PFK inh 12%, KCNH2 3.1 inh -3, Giardia killer -3, ELG1 genotox 2% and uPA surface inh -4%.
`Cc1nc2ccccc2c(=O)n1NC(=O)C1CCC(C(C)(C)C)CC1` (centres undefined) gave Tb PFK inh -3%, Rab9 promoter act 0%, NPC1 prom act 0%, RORgamma inh -1%, KCNH2 3.1 inh -3, Giardia killer 5, ELG1 genotox -10%, FLuc counter -2%, uPA surface inh 1%, Coupling enz 0 and Gal4-VP16 FLuc -3%.
`Cc1ccc(CCNCc2c(C(=O)O)c(C)n(-c3ccccc3)c2C)cc1` gave Tb PFK inh -6%, Rab9 promoter act -1%, NPC1 prom act 5%, RORgamma inh 17%, KCNH2 3.1 inh 23, Giardia killer -20, ELG1 genotox -1%, FLuc counter 0%, uPA surface inh 4%, Coupling enz 0 and Gal4-VP16 FLuc 10%.
Screening O=C(Nn1c(O)c(C=C2N=c3ccccc3=N2)sc1=S)c1ccc(Cl)cc1 returned Tb PFK inh -2%, Rab9 promoter act -3%, NPC1 prom act 1%, RORgamma inh inconclusive, KCNH2 3.1 inh 5, Giardia killer -2, ELG1 genotox 8%, FLuc counter inconclusive, Coupling enz 1 and Gal4-VP16 FLuc -6%[0.365 µM].
For Cc1ccc(S(=O)(=O)NCCC(=O)OCC(=O)Nc2ccccc2Cl)cc1 the results were Tb PFK inh -5%, Rab9 promoter act 3%, NPC1 prom act -1%, RORgamma inh 11%, KCNH2 3.1 inh 5, Giardia killer 11, ELG1 genotox 2%, FLuc counter 1%, uPA surface inh 1%, Coupling enz -2 and Gal4-VP16 FLuc 6%.
`S=C(NCCc1ccncc1)Nc1cccc2ccccc12` gave Tb PFK inh -1%, Rab9 promoter act 2%, NPC1 prom act 1%, RORgamma inh 10µM*, KCNH2 3.1 inh 2, Giardia killer 6, ELG1 genotox -3%, FLuc counter 0%, uPA surface inh 2%, Coupling enz 2 and Gal4-VP16 FLuc inconclusive.
COC(=O)c1cc(NC(=S)NCc2ccc(Cl)cc2)cc(C(=O)OC)c1 was read as Tb PFK inh 0%, Rab9 promoter act 4%, NPC1 prom act -2%, RORgamma inh inconclusive, KCNH2 3.1 inh 8, Giardia killer 5, ELG1 genotox -3%, FLuc counter 2%, uPA surface inh 1%, Coupling enz 1 and Gal4-VP16 FLuc inconclusive.
`NS(=O)(=O)c1ccc(NC(=O)COC(=O)c2cccc(S(=O)(=O)N3CCCC3)c2)cc1` gave Tb PFK inh 4%, Rab9 promoter act -3%, NPC1 prom act 1%, RORgamma inh -6%, KCNH2 3.1 inh 3, Giardia killer 11, ELG1 genotox 3%, FLuc counter 1%, uPA surface inh 0%, Coupling enz 2 and Gal4-VP16 FLuc -3%.
`COc1ccc(OCCn2cc(/C(N)=N/O)c3ccccc32)cc1` gave Tb PFK inh 4%, Rab9 promoter act 0%, NPC1 prom act 4%, RORgamma inh inconclusive, KCNH2 3.1 inh -19, Giardia killer -8, ELG1 genotox -14%, FLuc counter -13%, uPA surface inh -16%, Coupling enz -8 and Gal4-VP16 FLuc -17%.
For COc1cc(CN2CCN(C(c3ccccc3)c3ccccc3)CC2)cc(OC)c1OC the results were Tb PFK inh 3%, Rab9 promoter act 1%, NPC1 prom act -4%, RORgamma inh 1%, KCNH2 3.1 inh inconclusive, Giardia killer 48[activator], ELG1 genotox 3%, FLuc counter 0%, uPA surface inh -21%, Coupling enz 1 and Gal4-VP16 FLuc 12%.
`O=C(CN1C(=O)C(=O)N(C2CCCC2)C1=O)Nc1ccccc1OC(F)F` gave Tb PFK inh 1%, KCNH2 3.1 inh -7, Giardia killer 19, ELG1 genotox -2% and uPA surface inh -11%.
`CCCn1nnnc1-c1ccc(Cl)cc1` gave Tb PFK inh 5%, Rab9 promoter act 0%, NPC1 prom act -6%, RORgamma inh inconclusive, KCNH2 3.1 inh 2, Giardia killer -1, ELG1 genotox 3%, FLuc counter -1%, Coupling enz 1 and Gal4-VP16 FLuc -27%.
`COc1ccc(F)cc1C(=O)COC(=O)c1n[nH]c(=O)c2ccccc12` gave Tb PFK inh 0%, Rab9 promoter act -3%, NPC1 prom act 0%, KCNH2 3.1 inh 5, Giardia killer -1, ELG1 genotox 0%, FLuc counter -1% and uPA surface inh 13%.
For COC(=O)/C(=N/Nc1ccccc1Cl)Sc1nnc(C(O)c2ccccc2)n1-c1ccccc1 (centres undefined) the results were Tb PFK inh 0%, Rab9 promoter act -1%, NPC1 prom act -7%, RORgamma inh -7%, KCNH2 3.1 inh -21, Giardia killer 3, ELG1 genotox -1%, FLuc counter 1%, uPA surface inh -7%, Coupling enz 12 and Gal4-VP16 FLuc -24%.
Screening CCN1C(=O)C2C(c3ccc(O)c(OC)c3)NC(C)(C(=O)OC)C2C1=O (centres undefined) returned Tb PFK inh -1%, Rab9 promoter act 2%, NPC1 prom act 0%, RORgamma inh 2%[10 µM], KCNH2 3.1 inh 20, Giardia killer 6, ELG1 genotox 4%, FLuc counter 3%, uPA surface inh 2%, Coupling enz -2 and Gal4-VP16 FLuc 7%.
CC1CN(c2ccc(C(=O)c3ccccc3C(=O)O)cc2[N+](=O)[O-])CC(C)O1 (centres undefined) was read as Tb PFK inh 2%, Rab9 promoter act 18%, NPC1 prom act 9%, RORgamma inh 3%, KCNH2 3.1 inh -1, Giardia killer -4, ELG1 genotox 6%, FLuc counter inconclusive, uPA surface inh -4%, Coupling enz 5 and Gal4-VP16 FLuc -21%[10 µM].
CCCOc1ncnc2c1[nH]c1ccc(C)cc12 was read as Tb PFK inh 0%, Rab9 promoter act inconclusive, NPC1 prom act 2.8µM*, RORgamma inh -41%, KCNH2 3.1 inh 24, Giardia killer 4, ELG1 genotox inconclusive, FLuc counter 1.2µM*, uPA surface inh inconclusive, Coupling enz 0 and Gal4-VP16 FLuc inconclusive.
Fc1cc(NC(=S)NCc2ccc(CNC(=S)Nc3ccc(Cl)c(F)c3)cc2)ccc1Cl was read as Tb PFK inh 0%, Rab9 promoter act -7%, NPC1 prom act -4%, RORgamma inh -33%, KCNH2 3.1 inh -4, Giardia killer -2, ELG1 genotox -3%, FLuc counter -1%, uPA surface inh inconclusive, Coupling enz 1 and Gal4-VP16 FLuc -10%.
`COCCNC(=O)CN(C(=O)Cn1nnc2ccccc21)c1ccccc1` gave Tb PFK inh -1%, Rab9 promoter act 1%, NPC1 prom act 1%, RORgamma inh -1%, KCNH2 3.1 inh -4, Giardia killer -9, ELG1 genotox -3%, FLuc counter 4%, uPA surface inh 1%, Coupling enz -1 and Gal4-VP16 FLuc 2%.
Screening O=C(COC(=O)CCS(=O)(=O)c1ccc(Cl)cc1)NCCc1ccc(Cl)cc1Cl returned Tb PFK inh 6%, Rab9 promoter act 1%, NPC1 prom act 2%, RORgamma inh -36%, KCNH2 3.1 inh -11, Giardia killer 1, ELG1 genotox 0%, FLuc counter -4%, uPA surface inh -4%, Coupling enz 0 and Gal4-VP16 FLuc inconclusive.
Screening CNc1c([N+](=O)[O-])ncn1C returned Tb PFK inh inconclusive, Rab9 promoter act -5%, NPC1 prom act -1%, RORgamma inh -35%, KCNH2 3.1 inh -13, Giardia killer -3, ELG1 genotox -2%, FLuc counter 5%, uPA surface inh 0%, Coupling enz 0 and Gal4-VP16 FLuc -3%.
`O=C(CSc1nncc(=O)[nH]1)Nc1cccc([N+](=O)[O-])c1` gave Tb PFK inh -2%, Rab9 promoter act 4%, NPC1 prom act -2%, RORgamma inh -30%, KCNH2 3.1 inh -2, Giardia killer 15, ELG1 genotox -14%, FLuc counter -8%, uPA surface inh -2%, Coupling enz 11 and Gal4-VP16 FLuc 1%.
`CCOc1ccccc1CNC(=O)c1ccc2nc(N3CCOCC3)sc2c1` gave Tb PFK inh 0%, Rab9 promoter act 3%, NPC1 prom act -5%, RORgamma inh 40%, KCNH2 3.1 inh -6, Giardia killer 12, ELG1 genotox 0%, FLuc counter 4%, uPA surface inh inconclusive, Coupling enz 4 and Gal4-VP16 FLuc -5%.
CC(C(=O)NCc1ccco1)n1cc(C(=O)c2ccco2)c2ccccc21 (centres undefined) was read as Tb PFK inh -11%, Rab9 promoter act 13%, NPC1 prom act 1%, RORgamma inh 36%, KCNH2 3.1 inh 5, Giardia killer 39[activator], ELG1 genotox -7%, FLuc counter 1%[2.3 µM], uPA surface inh -3%, Coupling enz 2 and Gal4-VP16 FLuc 13%.
Screening Cc1ccc(Nc2ncccc2C(=O)NCc2cccs2)c(C)c1 returned Tb PFK inh 1%, Rab9 promoter act 3%, NPC1 prom act -5%, RORgamma inh 7%, Giardia killer -22, ELG1 genotox 1%, FLuc counter 2%, uPA surface inh -2%, Coupling enz -8 and Gal4-VP16 FLuc -10%.
`COc1cc(/C=C(\C#N)c2nc3ccccc3o2)ccc1O` gave Tb PFK inh 20%, Rab9 promoter act 20%, NPC1 prom act -2%, RORgamma inh -31%, KCNH2 3.1 inh -8, Giardia killer 0, ELG1 genotox inconclusive, FLuc counter 7.6µM*, uPA surface inh 1%, Coupling enz 11 and Gal4-VP16 FLuc -17%.
